Screening results as filed in PubChem BioAssay.
SRC3 inh: SRC3 coactivator transcriptional activity inhibitors, primary screen, cell-based, luminescence. inhibition, % at 3.6 µM. hit rate 0.17% among 360,000. AID 588352, 2011. Nuclear receptor coactivator 3 (Homo sapiens), Q9Y6Q9. HEK293 GAL4-SRC3 luciferase reporter;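 active = inhibition above a per-campaign cutoff, the mean of all compounds plus 3 SD, cut at about 60% in these data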;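 note: 0% = DMSO-treated cells and 100% = gossypol-treated cells at 36 µM; higher means less SRC3-driven luciferase light from the GAL4 reporter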
CF NFkB inh: inhibitors of PAF-induced NF-kB signaling, primary screen, cell-based, GFP fluorescence, uHTS. AID 588850, 2011. hit rate 0.86% among 360,000. inhibition, % at 5 µM. KKLEB NF-kB-GFP reporter, GFP fluorescence overnight;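 active = at least 50% inhibition at 5 µM, scaled per plate between neutral and stimulator controls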;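 note: PAF is a Pseudomonas aeruginosa culture filtrate used as stimulus; plate controls were PAF-stimulated DMSO wells for no effect and unstimulated DMSO wells for full effect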
TWEAK-Fn14 inh: inhibitors of TWEAK-Fn14 signaling, primary screen, luciferase reporter cells, uHTS. TWEAK-stimulated Fn14 reporter cells, luciferase luminescence, 8 h. inhibition, % at 10 µM. hit rate 2% among 360,000; in the data active = inhibition above about 50%
SRC1 inh: SRC1 coactivator transcriptional activity inhibitors, primary screen, cell-based, luminescence; inhibition, % at 3.6 µM; HEK293 GAL4-SRC1 luciferase reporter; hit rate 0.12% among 360,000;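 active = inhibition above the campaign mean plus 3 SD, with each screening campaign given its own cutoff, cut at about 60% in these data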;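 note: 0% = DMSO treated cells and 100% = gossypol at 36 µM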
TRAIL sens C8: viability loss with TRAIL in NB7+C8 cells, primary screen, TRAIL sensitizer project, cell-based, ATPlite luminescence. inhibition (viability loss, TRAIL sensitization), % at 10 µM. hit rate 1% among 360,000. AID 624354, 2012;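 active = compounds causing at least 50% loss of cell viability in the single-dose screen, relative to plate controls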
KKLEB tox: cytotoxicity in KKLEB CF airway cells, primary screen, cytotoxicity control for CF NF-kB inhibitor project, cell-based, uHTS, fluorescence assay plates. KKLEB CF airway cells viability, ATPlite luminescence, overnight; stronger effect = lower value; cells stimulated with P. aeruginosa culture filtrate. activity change (cytotoxicity), % at 5 µM. AID 602141, 2011. hit rate 0.36% among 360,000;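 active = corrected activity change at or below -50% at 5 µM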
SRC2 inh: inhibition of GAL4-SRC2 driven luciferase reporter, primary screen, SRC2 inhibitor project, cell-based, luminescence. Nuclear receptor coactivator 2 (Homo sapiens), Q15596. inhibition, % at 9 µM. hit rate 0.17% among 370,000. HEK293 GAL4-SRC2 luciferase reporter. AID 651957, 2012;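 active = inhibition above the mean inhibition of all tested compounds plus 3 SD, set per campaign, cut at about 52% in these data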;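 note: 0% = DMSO treated cells and 100% = cells given Gossypol at 36 µM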
Target sequence (Q15596 whole entry, looked up, the tested form may be a part): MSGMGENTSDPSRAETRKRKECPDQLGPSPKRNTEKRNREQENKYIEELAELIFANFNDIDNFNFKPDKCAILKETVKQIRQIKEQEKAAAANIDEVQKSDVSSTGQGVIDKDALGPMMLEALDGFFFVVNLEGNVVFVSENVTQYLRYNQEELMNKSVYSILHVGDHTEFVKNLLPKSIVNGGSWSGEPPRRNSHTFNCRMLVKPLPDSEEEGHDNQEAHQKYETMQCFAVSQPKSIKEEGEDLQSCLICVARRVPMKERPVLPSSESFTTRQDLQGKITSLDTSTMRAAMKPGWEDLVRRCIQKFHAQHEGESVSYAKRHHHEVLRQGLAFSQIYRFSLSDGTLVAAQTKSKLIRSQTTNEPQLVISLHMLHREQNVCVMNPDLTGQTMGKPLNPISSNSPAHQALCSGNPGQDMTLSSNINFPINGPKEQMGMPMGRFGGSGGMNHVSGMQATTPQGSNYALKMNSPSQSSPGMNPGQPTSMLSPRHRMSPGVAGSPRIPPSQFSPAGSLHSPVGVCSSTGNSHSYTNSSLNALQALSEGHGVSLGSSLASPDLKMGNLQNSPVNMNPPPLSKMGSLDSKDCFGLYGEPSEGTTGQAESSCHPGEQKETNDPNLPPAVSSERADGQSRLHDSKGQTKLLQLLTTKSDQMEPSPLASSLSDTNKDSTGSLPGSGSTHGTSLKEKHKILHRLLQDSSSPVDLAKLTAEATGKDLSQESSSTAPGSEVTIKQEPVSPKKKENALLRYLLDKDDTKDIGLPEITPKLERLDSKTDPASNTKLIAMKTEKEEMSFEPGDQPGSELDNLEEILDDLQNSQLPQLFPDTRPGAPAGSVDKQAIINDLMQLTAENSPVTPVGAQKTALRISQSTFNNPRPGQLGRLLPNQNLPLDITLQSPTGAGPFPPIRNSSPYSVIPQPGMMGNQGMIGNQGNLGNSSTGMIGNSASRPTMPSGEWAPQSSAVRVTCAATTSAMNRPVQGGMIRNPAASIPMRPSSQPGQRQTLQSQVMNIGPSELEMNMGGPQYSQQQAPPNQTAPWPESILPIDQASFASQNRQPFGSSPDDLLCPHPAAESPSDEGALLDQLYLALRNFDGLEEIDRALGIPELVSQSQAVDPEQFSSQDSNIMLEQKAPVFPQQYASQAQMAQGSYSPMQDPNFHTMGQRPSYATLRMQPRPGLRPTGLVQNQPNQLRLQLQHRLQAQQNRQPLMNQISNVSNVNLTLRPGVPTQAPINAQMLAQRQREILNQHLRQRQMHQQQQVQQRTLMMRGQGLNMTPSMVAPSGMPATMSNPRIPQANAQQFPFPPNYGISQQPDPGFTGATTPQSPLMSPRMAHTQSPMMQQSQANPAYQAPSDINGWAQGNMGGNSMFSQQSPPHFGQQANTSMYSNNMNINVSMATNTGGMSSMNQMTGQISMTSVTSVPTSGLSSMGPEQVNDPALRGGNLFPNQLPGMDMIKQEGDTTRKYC
TROY NFkB inh: inhibitors of TROY-driven NF-kB signaling, primary screen, Q293 LMP1-TROYcd cells, NF-kB luciferase, uHTS. Q293 LMP1-TROYcd NF-kB luciferase reporter, 4 h. inhibition, % at 10 µM. hit rate 0.98% among 360,000. AID 1347056, 2019;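 active = compounds whose plate-normalised and pattern-corrected inhibition of the luciferase reporter signal at the single screening dose is 50% or more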
LRH-1 inv ag: LRH-1 (NR5A2) inverse agonists, primary screen, cell-based, luminescence, HEK293T, StAR-luciferase reporter. Nuclear receptor subfamily 5 group A member 2 (Homo sapiens), O00482. hit rate 0.13% among 360,000. LRH-1 transfected, 24 h. AID 602396, 2012. inhibition, % at 3.6 µM;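 active = inhibition above the mean inhibition of all tested compounds plus 3 SD, cut at about 73% in these data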;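 note: 0% = DMSO wells and 100% = reporter-only cells lacking LRH-1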
NR2F2 inh: NR2F2 transcriptional activity inhibitors, primary screen, cell-based, luciferase reporter, HEK293T, luminescence; hit rate 0.7% among 370,000; HEK293T NGFI-A luciferase reporter; inhibition, % at 8.6 µM;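 active = inhibition above a per-plate cutoff, mean inhibition of test wells between control levels plus 3 SD, cut at about 38% in these data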;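 note: cells cotransfected with COUP-TFII expression vector driving the NGFI-A reporter; 0% = median of COUP-TF2 test wells and 100% = reporter-only cells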
EBV LMP1 NFkB: EBV LMP1-driven NF-kappaB luciferase reporter inhibitors, primary screen, cell-based, luminescence, single point; hit rate 0.69% among 350,000; LMP1-induced NF-kappaB luciferase reporter cells; AID 504558, 2011; inhibition, % at 12.5 µM; in the data active = inhibition above about 41%;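 note: 0% = neutral control wells and 100% = reference inhibitor control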
Numbers without * were called inactive; . = no result given.

SMILES	SRC3 inh	CF NFkB inh	TWEAK-Fn14 inh	SRC1 inh	TRAIL sens C8	KKLEB tox	SRC2 inh	TROY NFkB inh	LRH-1 inv ag	NR2F2 inh	EBV LMP1 NFkB
C[C@@H](NS(=O)(=O)c1ccc(Br)cc1F)[C@@H](O)c1ccccc1	6	-28	9	0	-8	2	10	8	18	-16	6
CCOC1=C2[C@@H](CN(S(=O)(=O)c3ccc(C)cc3)[C@H]2c2ccc(CC)cc2)[C@H]2C(=O)N(c3ccccc3)C(=O)[C@H]2C1	19	16	-2	-2	-7	4	-20	26	-22	-17	.
COc1ccc(CNC(=O)CNS(=O)(=O)c2cccs2)cc1	-4	-7	12	-13	-10	10	-2	-5	11	10	-13
O=C(NNS(=O)(=O)c1ccc(F)cc1)C1CCN(Cc2cccc(F)c2)CC1	5	-8	7	-8	-6	7	-22	5	7	-2	-12
COc1cc2c(cc1OC)C(C1C(=O)CC(C)CC1=O)N(C(=O)CCl)CC2 (stereo not drawn)	7	7	0	10	-4	5	5	5	48	2	-2
COc1ccc(S(=O)(=O)Nc2ccc(F)c(F)c2)cc1C(=O)N1CCOCC1	6	5	1	1	5	-2	-3	-8	4	29	-6
Cc1ccc(OCc2cc(C(=O)N(C)Cc3cnn(-c4ccccc4C)c3)no2)cn1	-11	4	5	-8	20	0	-14	-19	-6	24	5
COc1ccc(S(=O)(=O)NCCSCc2ccc(Cl)cc2)cc1NC(C)=O	16	28	7	-12	1	-9	14	3	5	22	2
CCOc1ccc(C(=O)NC(C(=O)N2CCC2)C(C)C)cc1 (stereo not drawn)	-6	2	-7	-3	-13	8	-18	-12	0	-1	-5
Cc1ccccc1-c1nc(CS(=O)(=O)CC(=O)NCCCN2CC(C)CC(C)C2)c(C)o1 (stereo not drawn)	9	15	-13	-10	-10	11	-9	-17	3	0	-9
COc1ccc(NC(=O)Cn2cc(C(=O)C3CC3)c3ccccc32)cc1	5	15	27	-14	-4	4	-1	11	12	-4	1
Cc1cccc(C)c1NC(=O)CNC(=O)c1ccncc1	9	-16	3	-10	-6	19	-10	-16	-4	7	-8
Cc1cc(-c2nnc(SCCC(=O)Nc3ccccc3)o2)no1	20	-7	3	-23	-25	-7	6	14	8	2	1
Cn1c(-c2ccc(N)cc2)nc2ccccc21	-65	3	-6	-49	14	-6	-21	-60	-72	-20	-12
COc1ccc(NC(=O)CCCn2c(=O)c3sccc3n(Cc3cccc(C)c3)c2=O)cc1	2	14	-34	-12	-6	-4	-1	-6	6	14	2
Cc1cc(C)n(-c2ccc(Cl)c(C(=O)OCC(=O)N3CCCCC3C)n2)n1 (stereo not drawn)	13	9	4	-14	22	-5	6	-8	-32	-3	1
CN(CC(=O)N1CCN(c2ccc(F)cc2)CC1)S(=O)(=O)c1ccc2c(c1)c(=O)n(C)c(=O)n2C	4	-9	-4	12	-9	4	-11	16	-4	0	-5
NS(=O)(=O)c1ccc(NC2=CC(c3ccc(F)cc3)N(c3ccc(S(N)(=O)=O)cc3)C2=O)cc1 (stereo not drawn)	4	5	-4	-9	-14	-1	-9	2	-6	-4	1
C[C@H](CO)N1C[C@H](C)[C@@H](CN(C)Cc2cccnc2)Oc2ncc(-c3cccc(C#N)c3)cc2C1=O	9	10	0	4	-10	-4	20	-7	1	-3	2
CCOC(=O)c1ccc(-c2c(-c3ccccc3OC)oc3ccccc23)cc1F	-9	-3	-16	2	15	7	12	3	0	-5	-5
CCOC(=O)C1CCCN(C(=O)c2ccc(Cn3c(=S)[nH]c4cc(C(=O)OC)ccc4c3=O)cc2)C1 (stereo not drawn)	3	-12	13	-6	-8	10	-25	8	3	-6	6
CN1c2ccsc2/C(=N/Nc2ccc(F)cc2)CS1(=O)=O	-56	-23	-30	-65	6	1	-57	-24	-45	-32	-38
Cc1ccc(OC(=S)Nc2ccccc2)c(C)c1	-7	-4	10	2	-20	8	-2	-21	12	-6	9
COC(=O)Cc1[nH]nc2c1C(c1c[nH]c3ccccc13)C(C#N)=C(N)O2 (stereo not drawn)	9	0	3	-5	5	-1	19	5	6	2	-6
CC(C)CC(COCc1ccc(Cl)cc1)N1CCN(C(=O)c2ccc(Cl)cc2Cl)CCC1=O (stereo not drawn)	4	14	2	-2	7	7	-9	13	13	4	0
Cc1ccc(S(=O)(=O)N2CCC(C(=O)Nc3nnc(C4CCCC4)s3)CC2)cc1	-17	25	-7	-3	9	-45	13	-1	18	-23	-10
Cc1cc(N2C(=O)C(O)=C(C(=O)c3ccc(C)o3)C2c2cccs2)no1 (stereo not drawn)	6	12	13	-47	-15	-10	8	20	-19	10	10
CC1Cc2ccccc2N1S(=O)(=O)c1ccc(Cl)nc1 (stereo not drawn)	8	8	-20	15	-14	-14	-14	-27	-6	1	-3
O=C(NCCOc1cccnc1)c1ccc(OC2CCN(Cc3ccccn3)CC2)cc1	57	2	4	59	15	-1	45	-5	90*	12	-27
O=C(/C=C/c1cc(Br)ccc1F)OCC(=O)N1CCOCC1	7	-8	5	-19	-6	-6	4	-11	12	-13	-2
CCOc1ccc(C(=O)Nc2cc(C)on2)cc1	-45	-4	10	-100	64*	4	-41	-58	-138	-70	5
CC(=O)N1c2ccc(C)cc2C(c2ccccc2)CC1C (stereo not drawn)	-7	-62	7	-3	16	-24	-11	-14	11	-53	18
O=C(c1cc2nc(-c3ccccc3)cc(C(F)(F)F)n2n1)N1CCOCC1	-26	5	-26	-20	6	3	.	-8	-32	.	-10
O=C(NCc1cccnc1)c1ccc2c(c1)C(=O)N(Cc1ccccc1)C2=O	-35	-21	-26	8	-9	16	5	6	3	3	-14
CC(=O)Nc1nc(C)nc(C)c1C(C)=O	6	3	-11	8	-5	-7	4	-13	-8	-11	2
CC1(C)CC(NC(=S)Nc2ccc([N+](=O)[O-])cc2)CC(C)(C)N1	-6	14	-4	-14	-19	-8	-27	8	8	4	3
CN(C)S(=O)(=O)c1ccc(NC(=O)c2c(F)cccc2Cl)cc1	-7	0	-20	-6	-6	-1	-16	-4	3	10	-6
CC(C)C1CC(O)(C2(O)CCCCC2)ON1 (stereo not drawn)	16	-9	-9	-8	2	5	11	-38	-4	13	-1
Cc1cccc(C(=O)NCC(=O)OCC(=O)N2CCCCC2)c1	15	-8	-8	-14	4	6	-1	-7	-4	-14	1
CCc1ccc(/C=N/NC(=O)c2ccc(OC3CCCC3)cc2)s1	4	-8	27	-14	5	6	20	-8	2	12	-18
CCn1c(SC(C)C(=O)NC2CCCC2)nc2cc(S(N)(=O)=O)ccc21 (stereo not drawn)	2	-27	1	1	11	-10	11	-3	7	18	-2
CC(OC(=O)CCc1nc2ccccc2c(=O)[nH]1)C(=O)Nc1ncc(Cl)cc1Cl (stereo not drawn)	12	7	0	14	0	-14	-1	12	-6	-7	-1
O=C(/C=C/c1ccccc1)Nc1cccc(S(=O)(=O)Nc2ccccc2F)c1	-6	-25	13	-4	13	8	-14	12	-25	1	4
Cc1ccc(S(=O)(=O)N2CCN(C(=O)CSc3nc4ccccc4o3)C2)cc1	16	-4	-7	-23	3	0	-11	-36	-4	-6	-8
COc1ccc(C(=O)NCC(=O)N=Nc2c(O)n(C)c3ccccc23)cc1OC	3	15	-17	-1	-15	-20	-19	1	-21	4	3
C[C@@H]1CN([C@H](C)CO)C(=O)c2cc(C#CC3CC3)cnc2O[C@H]1CN(C)S(C)(=O)=O	-38	1	-29	-20	1	1	-15	-3	-5	-7	1
CCOc1ccc(NC(=O)C2CCCN(C(=O)Nc3ccccc3)C2)cc1 (stereo not drawn)	-3	11	-2	-16	-16	-3	7	-12	12	-3	-2
COc1ccc(C(NC(=O)c2c(F)c(F)c(F)c(F)c2F)c2ccccc2)cc1 (stereo not drawn)	8	-14	5	-9	2	-12	16	69*	11	8	5
Cc1ccc(S(=O)(=O)NC(=O)Nc2cc(C)on2)cc1	-9	-4	17	10	-8	9	-1	6	-15	2	9
CC(C(=O)N1CCOCC1)N1c2cccc3cccc(c23)S1(=O)=O (stereo not drawn)	12	4	10	1	-11	6	11	-3	1	6	2
CN1CCN(CC(=O)Nc2nnc(-c3cccs3)s2)CC1	12	3	3	6	-5	-2	-7	-19	-1	-2	-10
Cc1c(C(=O)Nc2ccccc2[N+](=O)[O-])csc1-c1ccccc1	-74	-15	3	-123	66*	-16	-36	-46	-122	-35	-38
c1ccc2cc(C3OCC4(CCCC4)CO3)ccc2c1	-79	-10	-35	-80	-4	-7	-63	-88	-59	-38	-23
O=C(Nc1ccccc1C(=O)N1CCN(c2ccccc2)CC1)c1ccco1	-3	-6	0	1	-5	2	4	8	-12	6	6
CCCCC(=O)Nc1nnc(SCC(=O)N2CCN(c3ccccc3OC)CC2)s1	2	4	14	-19	-5	-6	-6	2	21	0	0
CCOC(=O)Cc1csc(NC(=O)c2ccco2)n1	-63	-4	-34	-64	1	7	-62	-11	-73	-26	-1
CC(C)C(=O)N(Cc1cc(=O)[nH]c2ccccc12)c1ccccc1	15	8	25	11	-11	-1	7	6	5	14	6
CC1=C(C(=O)N(C(C)C)C(C)C)CC(CC(=O)NCc2cccc3ccccc23)C(=O)N1CCCN1CCCC1=O (stereo not drawn)	12	-14	5	-3	7	4	4	-11	-4	-12	.
O=C(c1ccccc1)N1N=C(c2ccccc2)CC1c1ccccc1O (stereo not drawn)	-12	-26	-5	4	1	11	18	-10	12	8	-1
CC(C)NS(=O)(=O)c1ccc(OCC(=O)NC2CCCCCC2)cc1	-1	1	-12	-10	-19	2	-18	3	8	6	-2
The list continues:
SMILES	SRC3 inh	CF NFkB inh	TWEAK-Fn14 inh	SRC1 inh	TRAIL sens C8	KKLEB tox	SRC2 inh	TROY NFkB inh	LRH-1 inv ag	NR2F2 inh	EBV LMP1 NFkB
COc1ccc(N(CC(=O)O)S(=O)(=O)c2ccccc2[N+](=O)[O-])c(OC)c1	14	10	-3	11	-2	-18	18	3	-16	9	-18
Clc1ccc(CNC2CCCC2)cc1	10	1	-9	6	4	-3	-7	2	5	-1	-1
CCc1ccc(N2CC(C(=O)Nc3ccc(C)c(S(=O)(=O)N4CCOCC4)c3)CC2=O)cc1 (stereo not drawn)	7	0	24	-14	31	4	-22	15	-2	22	3
COC(=O)Cn1c(=O)c(=O)n(CC(=O)OC)c2ccccc21	21	-14	34	7	-6	7	-25	-2	12	13	-1

Quoted at random: 2 compounds from above, in no set order.
SMILES	SRC3 inh	CF NFkB inh	TWEAK-Fn14 inh	SRC1 inh	TRAIL sens C8	KKLEB tox	SRC2 inh	TROY NFkB inh	LRH-1 inv ag	NR2F2 inh	EBV LMP1 NFkB
Cc1cc(C)n(-c2ccc(Cl)c(C(=O)OCC(=O)N3CCCCC3C)n2)n1 (stereo not drawn)	13	9	4	-14	22	-5	6	-8	-32	-3	1
Cn1c(-c2ccc(N)cc2)nc2ccccc21	-65	3	-6	-49	14	-6	-21	-60	-72	-20	-12
